C-LANA FP = inhibitors of KSHV C-LANA binding to DNA, primary screen, biochemical, fluorescence polarization, FAM-LBS DNA, MBP-C-LANA, single point | inhibition, % at 9 µM | 340,000 compounds, 0.078% hits | Kaposi's sarcoma herpesvirus LANA C-terminal domain (residues 932-1162) DNA binding;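 active = highest replicate inhibition at or above 60% at 9 µM, even if other replicates fall short; inactive = all replicates below 60% inhibition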;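 note: 0% = neutral control wells and 100% = 4 µM acridine orange control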
PKA-R2B activ = activators of PKA-R2B holoenzyme, primary screen, biochemical, fluorescence polarization, Cy5-IP20, human. 340,000 compounds, 0.079% hits. PKA-R2B holoenzyme dissociation; R2B truncated from residue 108, S112A mutant; 0% DMSO only, 100% 113 µM cGMP. cAMP-dependent protein kinase catalytic subunit beta (Homo sapiens) + cAMP-dependent …. activation, % at 11.4 µM;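 active = activation above a cutoff set at the mean over all compounds plus 3 SD, cut at about 18% in these data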;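 note: higher means more holoenzyme dissociation and a rise in polarization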
Target sequence (P31323 whole entry, looked up, other chains not shown, the tested form may be a part): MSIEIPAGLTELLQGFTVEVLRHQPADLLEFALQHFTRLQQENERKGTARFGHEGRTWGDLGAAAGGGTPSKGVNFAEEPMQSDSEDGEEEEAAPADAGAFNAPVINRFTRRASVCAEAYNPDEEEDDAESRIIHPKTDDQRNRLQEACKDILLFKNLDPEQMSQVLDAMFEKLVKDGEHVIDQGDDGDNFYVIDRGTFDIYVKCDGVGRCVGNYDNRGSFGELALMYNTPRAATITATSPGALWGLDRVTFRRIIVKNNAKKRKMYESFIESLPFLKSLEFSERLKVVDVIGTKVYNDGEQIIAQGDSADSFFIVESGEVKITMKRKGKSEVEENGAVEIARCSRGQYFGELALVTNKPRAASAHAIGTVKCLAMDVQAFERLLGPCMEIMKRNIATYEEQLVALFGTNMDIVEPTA
DAGLB inhibitor = DAGLB lipase inhibitors, primary screen, biochemical, fluorescence, HTS; inhibition, % at 5.17 µM; HEK293T DAGLB membrane lysate, EnzChek fluorogenic substrate; 340,000 compounds, 0.059% hits; Diacylglycerol lipase-beta (Homo sapiens), Q8NCG7; in the data active = inhibition above about 34%;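 note: 0% = enzyme with vehicle and 100% = wells lacking enzyme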
Rtt109 Vps75 = inhibitors of C. albicans Rtt109/Vps75 HAT, primary screen, biochemical, ThioGlo CoA-SH fluorescence, plate reader. Histone acetyltransferase RTT109 (Candida albicans (strain SC5314 / ATCC MYA-2876)), …. purified Rtt109/Vps75, 4 h. inhibition, % at 34.9 µM. 330,000 compounds, 0.16% hits. AID 540336, 2011;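 active = inhibition of at least 50% in every replicate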
cardiac RTF act = cardiac RTF calcium sensitivity activators, primary screen, biochemical, IANBD-TnC fluorescence, EC20 calcium. 340,000 compounds, 0.24% hits. Troponin I, cardiac muscle (Homo sapiens) + Troponin T, cardiac muscle (Homo sapiens) + …. IANBD-labeled TnC RTF fluorescence at EC20 calcium; 0% EC20 calcium, 100% full calcium. AID 493008, 2010. activation, % at 7.2 µM;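 active = activation above the mean over all tested compounds plus 3 SD, cut at about 30% in these data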;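 note: rise in fluorescence read as greater calcium sensitivity of cardiac thin filaments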
CAL PDZ FP-1 = CAL PDZ peptide-binding inhibitors, primary screen, biochemical, fluorescence polarization, Cer-tagged CAL PDZ, HTS. Golgi-associated PDZ and coiled-coil motif-containing protein (Homo sapiens), Q9HD26. inhibition, % at 20 µM. purified CAL PDZ, TMR-peptide fluorescence polarization, 1 h. AID 504414, 2011. 330,000 compounds, 0.02% hits;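 active = highest replicate inhibition of at least 40%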;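 note: plate controls were DMSO neutral control wells for no effect and unlabeled competitor peptide control wells for full effect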
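Control set: unlabelled peptide and DMSO controls / Material: purified CerCALP PDZ construct / Timing: 1 h incubation at room temperature before polarization reading / Doses: 20 µM, one dose / Detection: fluorescence polarization (mP)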
SR-BI uptake up = activators of SR-BI mediated DiI-HDL uptake, primary screen, ldlA[mSR-BI] CHO cells, DiI fluorescence; 3 h; 100 = double the neutral-control signal; activation, % at 12.5 µM; 320,000 compounds, 0.096% hits; AID 504775, 2011;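 active = mean replicate activation of at least 60% and every replicate at or above 60%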;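 note: 0% = median plate neutral-control signal and 100% = twice that signal; values of inactives mirror those of a sister screen read the other way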
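system = CHO ldlA[mSR-BI] cells, LDL receptor-null, SR-BI overexpressing | medium = Ham's F12 with 0.5% BSA, HEPES 25 mM, pH 7.4 | probe or stimulus = DiI-HDL 10 µg/mL | compound dosing = single-point compound dose | incubation = compound exposure 3 h, 37 °C | technique = DiI fluorescence, bottom read | read-out = cell-associated DiI fluorescence as measure of HDL uptake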
RTF Ca sens inh = cardiac RTF calcium sensitivity inhibitors, primary screen, biochemical, IANBD-TnC fluorescence, EC70 calcium; Troponin I, cardiac muscle (Homo sapiens) + Troponin T, cardiac muscle (Homo sapiens) + …; inhibition, % at 7.15 µM; 340,000 compounds, 0.12% hits; AID 493244, 2011; IANBD-labeled cardiac RTF, Ca2+ fluorescence;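 active = inhibition above the mean inhibition of all tested compounds plus 3 SD, cut at about 17% in these data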;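 note: assay run at fixed EC70 calcium of 1.6 mM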
Keap1-Nrf2 PPI = Keap1-Nrf2 protein-protein interaction inhibitors, primary screen, biochemical, fluorescence polarization, single point | Kelch-like ECH-associated protein 1 (Homo sapiens), Q14145 | 340,000 compounds, 0.15% hits | Keap1 Kelch-Nrf2 peptide fluorescence polarization, 1536-well | inhibition, % at 9.4 µM; in the data active = inhibition above about 12%;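 note: human Keap1 Kelch domain with fluorescein labeled Nrf2 9mer peptide probe; 0% = neutral control wells and 100% = peptide positive control; higher means more block of Keap1 binding to Nrf2 peptide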
Target sequence (Q14145 whole entry, looked up, the tested form may be a part): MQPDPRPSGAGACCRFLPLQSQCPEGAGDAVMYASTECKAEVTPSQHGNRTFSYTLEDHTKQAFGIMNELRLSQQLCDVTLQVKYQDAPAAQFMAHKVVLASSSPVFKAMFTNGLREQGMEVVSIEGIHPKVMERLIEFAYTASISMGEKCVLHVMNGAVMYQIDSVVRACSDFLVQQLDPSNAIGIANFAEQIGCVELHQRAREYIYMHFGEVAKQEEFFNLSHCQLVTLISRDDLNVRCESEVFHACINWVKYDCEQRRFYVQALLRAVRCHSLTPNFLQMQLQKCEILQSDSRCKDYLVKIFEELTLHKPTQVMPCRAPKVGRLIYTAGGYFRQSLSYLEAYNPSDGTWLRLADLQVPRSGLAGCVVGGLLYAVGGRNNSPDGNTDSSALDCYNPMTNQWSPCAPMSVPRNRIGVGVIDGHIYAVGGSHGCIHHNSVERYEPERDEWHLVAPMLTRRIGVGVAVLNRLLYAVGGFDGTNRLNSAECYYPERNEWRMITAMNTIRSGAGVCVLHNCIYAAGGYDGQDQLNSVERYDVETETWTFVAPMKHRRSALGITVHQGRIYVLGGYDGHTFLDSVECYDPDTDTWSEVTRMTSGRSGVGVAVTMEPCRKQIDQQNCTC
CAL PDZ FP-2 = untagged CAL PDZ binding inhibitors, primary screen, biochemical, fluorescence polarization, HTS; purified CAL PDZ, TMR-peptide fluorescence polarization, 1 h; 300,000 compounds, 0.92% hits; AID 602252, 2012; inhibition, % at 24.9 µM; Golgi-associated PDZ and coiled-coil motif-containing protein (Homo sapiens), Q9HD26;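 active = mean inhibition of at least 30% with at least half of replicates also reaching 30%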;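 note: 0% = DMSO neutral control and 100% = excess unlabeled competitor peptide PRC23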
An asterisk follows results filed as active; · = not tested or not shown.

SMILES	C-LANA FP	PKA-R2B activ	DAGLB inhibitor	Rtt109 Vps75	cardiac RTF act	CAL PDZ FP-1	SR-BI uptake up	RTF Ca sens inh	Keap1-Nrf2 PPI	CAL PDZ FP-2
O=C(/C=C/c1ccc(S(=O)(=O)N2CCOCC2)cc1)NC(CO)C(O)c1ccc([N+](=O)[O-])cc1 (stereo not drawn)	0.6	6.7	-0.2	6.9	-8.4	-0.3	22.0	2.5	-1.6	-0.2
COc1ccc(NC(=O)c2cc(CC(C)C)nc3ccccc23)cc1	-1.2	-3.3	-3.8	1.1	6.3	-0.6	-76.1	-3.2	2.9	0.8
O=C(NCC1CCCO1)C1CCN(C2CCN(C3CCCCCC3)CC2)CC1 (stereo not drawn)	2.1	8.2	-1.0	-4.4	-2.1	-0.5	12.0	-10.6	-3.5	·
CCc1ccc2oc(C(=O)NCc3ccc(S(N)(=O)=O)cc3)c(C)c2c1	-1.5	-0.6	-2.3	14.4	3.5	0.7	-12.0	1.2	3.8	0.3
CCOC(=O)C1=C(C)NC(C)=C(C(=O)OC)C1c1cccc([N+](=O)[O-])c1 (stereo not drawn)	0.4	-3.8	1.0	3.7	8.7	-0.3	10.3	9.3	-4.1	-2.3
O=C(NCCOc1ccccc1)c1cc(S(=O)(=O)N2CCOCC2)ccc1F	0.0	-3.0	-0.5	11.1	-1.9	-1.4	-1.5	-1.5	-2.8	-0.1
Cc1cc(C(=O)NN=Cc2ccc(-c3ccc(F)cc3)o2)c(C)o1	3.9	-0.4	-4.5	11.3	-1.8	-0.2	-32.6	-2.7	0.7	-1.7
CN(C)C(CN=C1NS(=O)(=O)c2ccccc21)c1ccco1 (stereo not drawn)	0.5	-0.1	-0.3	-2.9	1.8	-1.0	11.3	-1.6	-2.9	-2.7
Cc1ccc(-n2cc(CN3CCN(C(=O)c4ncn[nH]4)CC3)c(-c3ccc(F)cc3)n2)cc1	-0.3	0.1	-2.7	10.5	-0.8	-0.1	·	2.0	0.9	1.1
Cc1ccc(S(=O)(=O)N(C)CC(=O)NNC(=O)CCC(=O)c2ccc(F)cc2)cc1	-2.0	0.5	0.0	-5.4	15.3	-0.4	2.3	1.9	4.6	-2.0
OC(c1ccccc1)c1nccn1Cc1ccccc1 (stereo not drawn)	0.3	-5.3	0.0	4.7	-4.7	·	24.3	-3.9	3.2	-2.7
CC1CC1C(=O)OCC(=O)c1c(N)n(C)c(=O)n(C)c1=O (stereo not drawn)	2.0	8.0	-1.2	5.4	-6.5	-1.9	11.4	-6.4	2.4	0.4
Oc1ccc(/C=N/Nc2nn3cnnc3c3ccccc23)cc1	-1.1	2.6	-4.8	7.6	2.3	2.6	·	-7.1	1.9	-2.0
CC(=O)c1c(C)oc2ccc(N(C(=O)C3CCCCC3)S(=O)(=O)c3cc([N+](=O)[O-])ccc3C)cc12	-0.1	1.9	-2.4	-3.3	0.8	-0.9	36.3	-5.6	-1.4	-2.3
COc1ccc(NC2=NCCCCC2)cc1	0.0	-8.4	-0.5	-9.3	2.6	-1.5	-6.5	-1.0	-3.3	2.3
O=C(NCc1n[nH]c(=S)n1-c1ccc(Br)cc1)c1cccs1	0.9	11.8	0.0	2.5	-5.0	-1.1	12.4	-9.8	-2.3	-1.0
Cc1ccc2[nH]c3c(c2c1)SC(C)(C)CC3=O	-1.0	5.2	2.0	3.5	-5.6	-0.8	-4.0	-2.3	-3.2	·
CSc1ncccc1C(=O)N(C)CC(=O)Nc1ccc(Cl)c(C(F)(F)F)c1	-1.9	-8.3	-0.1	1.9	-5.9	-0.3	2.5	-8.4	1.7	0.5
CN(Cc1ccccc1)C(=O)CCNC(=O)Cn1cnc2ccccc2c1=O	-0.1	-10.0	3.0	-4.3	-2.0	-2.6	0.8	0.1	0.2	-2.7
CCOc1ccc(NC(=O)NC23CC4CC(CC(C4)C2)C3)cc1	0.0	-5.7	-4.5	·	-7.4	-1.7	-1.8	-1.7	-1.1	-2.8
O=C(NCCC(=O)N1CCN(c2ccccc2O)CC1)c1ccc(Br)cc1	-0.9	-8.6	-0.1	-1.5	-5.8	-5.0	12.0	-17.8	-2.8	-4.2
COC(=O)c1cccc(C(=O)N2CCCC(Nc3ccc4c(c3)OCCO4)C2)c1 (stereo not drawn)	-1.6	-4.2	-0.3	2.4	1.1	0.2	-8.6	-2.7	1.8	6.5
Cc1ccc(S(=O)(=O)N2CCN(C(=O)c3ccco3)CC2)cc1C	-0.5	-1.0	-9.4	9.1	-4.1	-0.1	-4.6	-4.8	-0.3	-1.5
C=CCN1C(c2cccc(C(F)(F)F)c2)=CS/C1=C(/C#N)c1nnc(N2CCOCC2)n1-c1ccccc1	-1.4	5.1	4.0	15.2	8.1	0.2	-1.1	-2.0	-0.5	-0.8
Cc1ccc(C(=O)N2CCN(S(=O)(=O)c3ccc(C)cc3)CC2)cc1	-0.3	-0.8	-0.7	·	13.9	-0.3	-21.8	2.4	-4.7	-1.2
O=C(O)CCC(=O)Nc1ccc(C(=O)N2CCCCC2)cc1	0.3	-4.6	-1.9	9.9	-2.4	-1.6	14.0	-14.6	4.2	-3.9
Cc1ccc2nc(-c3cccc(SC4CCCCC4)c3)c(NC3CCCCC3)n2c1	0.9	6.6	-8.0	-0.5	-1.8	-0.9	1.0	-1.9	1.5	-2.1
CCNC(=O)N1CCNC(=O)C1CC(=O)OC (stereo not drawn)	-1.2	-7.9	1.5	-0.6	-1.7	0.0	1.2	-11.4	0.4	-3.7
CC1(C(=O)N2CCN(c3ccccc3)CC2)CC1(Cl)Cl (stereo not drawn)	·	0.3	-1.9	-4.1	-0.4	1.0	5.4	1.6	·	-4.4
COc1cccc(/C=C(\C)C(=O)c2c(C)cc(C)[nH]c2=O)c1OC	0.2	3.0	-5.6	4.3	8.9	-1.1	3.0	-2.0	-0.6	0.7
CCc1ccc(S(=O)(=O)NC2CC(C)(C)NC(C)(C)C2)cc1	-1.5	2.3	-0.6	5.6	-11.3	·	1.9	-11.7	-2.0	-3.4
Cc1cccc(NC(=O)NCCCCc2ccccc2)c1	1.3	-1.3	-10.0	9.3	-0.2	-2.5	0.4	3.8	-0.5	-0.2
CN(CC(=O)Nc1ccc(F)cc1)C(=O)C1CC(=O)N(Cc2ccccc2)C1 (stereo not drawn)	-1.2	-0.1	0.5	5.6	2.5	-0.6	·	2.2	-0.4	14.0
CN(C)c1nc2n(c(=O)n1)CCO2	-0.6	-1.7	-1.5	-11.5	-8.3	-2.6	11.3	-2.2	-3.2	-0.6
CC1CCN(CC(=O)N2CCN(c3ccccc3)CC2)CC1	0.5	0.0	0.2	-6.9	-2.2	0.1	17.2	-11.7	-5.2	1.3
O=S(=O)(/C=C/c1ccccc1)N1CCNCC1	1.5	3.7	2.4	-9.0	3.2	-0.9	·	1.1	-5.7	1.6
Cc1ccc(NC(=O)COC(=O)c2cc(-c3cccs3)nn2-c2ccccc2)cc1[N+](=O)[O-]	-1.8	-1.4	-1.0	7.1	4.2	-0.7	-31.8	-7.2	-6.5	-7.1
Cc1cc(N2CCN(C)CC2)nc2ccc(NC(=O)c3ccc4c(c3)OCO4)cc12	-1.2	-10.6	1.6	17.4	3.9	0.9	-37.9	-2.5	-3.0	-2.6
Cc1ccn2c(C(=O)CSc3ccc(Cl)cc3)c(C)nc2c1	-3.9	2.4	-4.9	1.0	-0.7	-0.3	11.4	-1.9	-6.1	-3.9
CCCOc1ccc(N2C(=O)C3ON(c4ccccc4)C(CCC)C3C2=O)cc1 (stereo not drawn)	-2.0	0.7	-9.8	-3.6	-0.2	·	11.4	-8.0	0.4	-4.3
Cc1cccc(NC(=O)CSCc2nc3c(nnn3Cc3ccc(F)cc3)c(=O)[nH]2)c1C	0.5	-3.1	1.3	-18.0	5.5	-1.2	8.9	-9.7	0.0	11.0
O=C(CCc1nc2ccccc2c(=O)[nH]1)Nc1nnc(SCc2ccc(F)cc2)s1	-1.1	-1.2	3.8	-0.3	-8.9	-2.0	5.3	-8.2	-0.5	5.6
FC(F)(F)c1cccc(Cc2noc(CN(Cc3ccccn3)CC3CCCO3)n2)c1 (stereo not drawn)	-0.7	1.2	-1.8	10.0	0.8	-4.5	·	3.8	-1.0	5.0
CCOC(=O)CN(C)Cc1cn[nH]c1-c1ccc2cc(OC)ccc2c1	-2.0	-4.1	-1.4	-5.6	-1.2	0.3	9.0	-8.9	0.5	-5.8
COC(=O)CS(=O)(=O)c1ccc(C)cc1	-2.3	-4.2	0.8	7.5	0.6	-1.4	16.2	9.7	-6.6	-1.9
C=CCCC(=O)NC1CCCc2c1cnn2-c1ccccc1F (stereo not drawn)	-0.7	-2.9	-0.7	-3.7	-0.3	0.8	-5.2	-3.6	-4.8	·
CCn1cc(/C=C(\NC(=O)c2cc(OC)c(OC)c(OC)c2)C(=O)NCCN2CCOCC2)c2ccccc21	-0.9	-9.1	0.4	-1.6	1.4	-1.0	0.2	-4.4	-3.1	-0.2
CC(=O)N/C(=C\c1ccc(F)cc1)C(=O)N(C)C	0.8	7.9	1.4	4.4	1.4	0.5	17.4	-1.3	-8.1	2.7
C=C(C)Cn1c(CCNC(=O)C(C)C)nc2ccccc21	-1.3	-9.1	-1.4	6.8	2.5	1.4	-2.9	1.9	-2.7	-3.6
COc1cc(OC)c(S(=O)(=O)NCc2cccnc2)cc1NC(C)=O	0.5	5.8	-1.0	-10.3	1.2	-0.1	14.8	-6.1	-0.9	·

Limited to Keap1-Nrf2 PPI and Rtt109 Vps75, for two of the compounds above:
canonical_smiles	Keap1-Nrf2 PPI	Rtt109 Vps75
Cc1cccc(NC(=O)CSCc2nc3c(nnn3Cc3ccc(F)cc3)c(=O)[nH]2)c1C	0.0	-18.0
O=C(CCc1nc2ccccc2c(=O)[nH]1)Nc1nnc(SCc2ccc(F)cc2)s1	-0.5	-0.3
